Source: PubChem
TCR activator = T cell receptor activation | primary human leukocytes, anti-CD3, IL-2 HTRF, 48 h | 330,000 tested, under 10 active | Potency, µM (doses to about 9.22 µM), for the others: at the top dose activation of IL-2 secretion, hits mostly activators; also: % of control where 0% means no effect
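Using a-CD3 beads without co-stimulation, primary human leukocytes were exposed to compounds for 48 hr. An HTRF IL-2 kit measured the cytokine, with europium-to-d2 energy transfer producing emission at 665nm upon 320nm excitation.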
TSG101-PTAP inh = blocks PTAP/TSG101 interaction to inhibit HIV-1 budding; AID 493005; Potency, µM (highest dose often 115 µM), for the others: at the highest dose activity change, negative = inhibition, hits mostly inhibitors; Fluorescence polarization, FITC-PTAP peptide / Tsg101 binding; Q99816; 340,000 tested, under 10 active; active = well fitted inhibition curve with a large enough effect in the main read-out, with a control signal flat, not every such curve was filed as active; inconclusive = small, poorly fitted or top-dose-only effect, or effect the other way, or a change in a side signal; inactive = no such curve, though single readings can be large or run the other way; also: potency is read from the fitted curve at half-maximal effect; % of control where 0% means no effect
Target sequence (Q99816 whole entry, looked up): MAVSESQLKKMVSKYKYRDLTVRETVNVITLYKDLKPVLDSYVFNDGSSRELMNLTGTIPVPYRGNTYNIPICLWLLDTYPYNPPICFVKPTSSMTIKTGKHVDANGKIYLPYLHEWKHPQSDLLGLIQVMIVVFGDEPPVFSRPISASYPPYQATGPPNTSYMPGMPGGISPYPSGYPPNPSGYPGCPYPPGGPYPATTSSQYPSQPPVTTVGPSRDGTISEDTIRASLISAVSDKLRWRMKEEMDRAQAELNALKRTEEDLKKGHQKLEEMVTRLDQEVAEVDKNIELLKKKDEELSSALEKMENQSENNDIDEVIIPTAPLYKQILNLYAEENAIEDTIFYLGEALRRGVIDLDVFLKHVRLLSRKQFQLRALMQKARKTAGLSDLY
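FP read-out: FITC-PTAP peptide, 50 nM final, binding Tsg101 binding domain, 10 uM final; 20 min, r.t.; 10 mM HEPES pH 7.5, 0.15 M NaCl, 0.01% Tween 20, 3 mM EDTA, 0.1 mM TCEP.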
ELG1 repair inh = ELG1-dependent DNA repair inhibition; hit rate 2.3% among 330,000; HEK293T ELG1-luciferase reporter, luminescence, 16 h; DNA damage induced by 5-fluorouridine; Potency, µM (series often up to 46.1 µM), without a hit: at the top dose activity change, negative = inhibition, actives largely listed as inhibitors; also: potency is read from the fitted curve at half-maximal effect; % is scaled to controls: 0 for no effect and ±100 for the full control effect; nearly all actives have a fitted effect of over 55% in size
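DMSO vehicle served as the neutral condition. Each well held 2,000 cells given 5-fluorouridine plus compound; after 16 hr at 37 °C/5% CO2, ONE-Glo was added and luciferase measured 30 min later.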
a7 integrin act = activates integrin-mediated alleviation for muscular dystrophy | hit rate 0.064% among 350,000 | Potency, µM (titrated, usually from 38.3 µM), without a hit: top-dose activation, usual class: activators | alpha7betagal myoblasts, beta-gal FDG fluorescence, 48 h;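 also: potency is read from the fitted curve at half-maximal effect; 100% = response of the positive control SU9516; nearly all actives have a fitted effect of over 60% in size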
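Alpha7betagal+/- myoblasts (passage 13) were plated 16-24 hr, then exposed to compounds (1:260 dilution of DMSO stock) for 48 hours at 37C. After MPER lysis, β-galactosidase reporter activity was read as FDG fluorescence (ex 480/em 540) after 30 minutes.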
p53 reactivator = mutant p53 re-activation in reporter cells. H1299 p53-A138V BP100-luciferase reporter, luminescence, 24 h. Potency, µM (titrated, usually from 92.2 µM), for inactives: top-dose activity change, positive = activation, hits mostly activators. hit rate 0.063% among 320,000; also: potency is read from the fitted curve at half-maximal effect; % of control where 0% means no effect; nearly all actives have a fitted effect of over 45% in size
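H1299 (p53-null), stable ts p53-A138V + BP100-Luc; 1000 cells/well, Opti-MEM/10% FBS; cpd 4 pt, 1:5; 24 h, 37 deg C, 5% CO2; detection reagent 10 min RT; luminescence.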
TRPV1 ag = agonists of human vanilloid receptor 1 (TRPV1) | TRPV1-expressing cells, Fluo-8 calcium influx, agonist mode | activation, % at 8.33 µM | Q8NER1 | hit rate 0.19% among 320,000 | AID 540275; in the data active = activation above about 80%; inconclusive = between about 30% and that limit; also: 0% is about no effect
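Cells expressing TRPV1 were dye-loaded with Fluo-8 and read kinetically: 10 s baseline, 3 min after compound (agonist portion), then 2 min after EC20 capsaicin (allosteric enhancer portion). Calcium-bound dye fluorescence at 480/520 nm.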
AT treatment = candidate therapy for ataxia-telangiectasia. hit rate 0.19% among 320,000. AID 485349. Potency, µM (doses to about 57.5 µM), without a hit: at the highest dose activation, usual class: activators. […] A-T fibroblasts, KAP-1 phosphorylation AlphaLISA; neocarzinostatin DNA damage 30 min before lysis; also: potency is read from the fitted curve at half-maximal effect; % of control where 0% means no effect; nearly all actives have a fitted effect of over 45% in size
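ATM-like activity read as KAP-1 phosphorylation via AlphaLISA donor/acceptor antibody pairs after lysis and 6 hr at 25C. Cells were ATM-null patient fibroblasts ([…], hTERT), dosed 60 min, then exposed to the DSB inducer NCS for 30 min.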
BRCA1 expr up = activators of BRCA1 expression | MCF7-BRCA1-FFLuc reporter, luminescence, 48 h; response scale: scaled: vehicle 0%, 10 µM genistein 100% | Potency, µM (highest dose often 46.1 µM), for inactives: top-dose activation, usual class: activators | hit rate 1.1% among 380,000 | AID 624202; also: potency is read from the fitted curve at half-maximal effect; nearly all actives have a fitted effect of over 80% in size; some results filed as inactive show a strong effect at the top dose
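Luminescence from a BRCA1-driven firefly luciferase in MCF7 cells was the read-out, taken 15 min after substrate addition following 48 h compound exposure at 37 °C. Data were normalized to a 10 microM genistein control and DMSO vehicle.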
MLL CXXC-DNA inh = MLL CXXC-DNA interaction inhibition; MLL-CXXC / FITC-HOXA9 DNA fluorescence polarization; Q03164; hit rate 0.037% among 290,000; Potency, µM (series often up to 115 µM), inactives show top-dose activity change, negative = inhibition, most hits filed as inhibitors; active = well fitted inhibition curve with a large enough effect in the polarisation, with a control signal flat, not every such curve was filed as active; inconclusive = small, poorly fitted or top-dose-only effect, or effect the other way, or a change in a side signal; inactive = no such curve, though single readings can be large or run the other way; the % refers to the polarisation; also: potency is read from the fitted curve at half-maximal effect
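Steps: dispense CXXC domain solution (7 uM) → pin compounds or unlabeled HOX-A9 DNA control → 5 min ambient → add FLSN-HOX-A9 solution (50 nM) → spin → 30 min ambient → fluorescence polarization. Tris pH 7.5/NaCl/DTT/BSA buffer.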
B2AR arrestin = beta2AR (human) beta-arrestin recruitment activity. hit rate 0.02% among 330,000. Potency, µM (doses to about 46.1 µM), for inactives: top-dose activation, hits mostly activators. P07550. beta-arrestin recruitment to beta2AR, cell-based reporter;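 also: potency is read from the fitted curve at half-maximal effect; 0% = DMSO controls and full agonism = EC100 isoproterenol or metaproterenol; nearly all actives have a fitted effect of over 65% in size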
Target sequence (P07550 whole entry, looked up): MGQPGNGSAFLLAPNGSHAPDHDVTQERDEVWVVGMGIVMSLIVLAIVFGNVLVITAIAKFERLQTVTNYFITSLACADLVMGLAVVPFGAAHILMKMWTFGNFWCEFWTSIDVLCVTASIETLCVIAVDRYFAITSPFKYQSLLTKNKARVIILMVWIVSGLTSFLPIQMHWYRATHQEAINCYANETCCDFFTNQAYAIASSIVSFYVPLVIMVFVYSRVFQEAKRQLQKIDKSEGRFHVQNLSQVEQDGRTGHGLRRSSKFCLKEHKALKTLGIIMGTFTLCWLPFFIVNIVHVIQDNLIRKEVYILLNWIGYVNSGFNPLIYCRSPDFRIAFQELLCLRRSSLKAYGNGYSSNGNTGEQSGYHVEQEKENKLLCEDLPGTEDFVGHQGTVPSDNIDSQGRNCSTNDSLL
* = called active by the depositor; ? = inconclusive; · = not tested or not shown; & = joins results of further samples; [ ] = remark or other dose. Unless noted, calls follow the shape of the dose curve; as a rule, active = well fitted curve in the direction sought with a large enough effect; inconclusive = small, poorly fitted or top-dose-only effect, or another doubt; inactive = no such curve, though single readings can be large; an effect the other way counts as inactive or inconclusive.

entry | molecule | TCR activator | TSG101-PTAP inh | ELG1 repair inh | a7 integrin act | p53 reactivator | TRPV1 ag | AT treatment | BRCA1 expr up | MLL CXXC-DNA inh | B2AR arrestin
1 | CCN(CC)S(=O)(=O)c1ccc(NC(=O)c2ccc(NS(C)(=O)=O)cc2)cc1 | 2.2% | -2.1% | -3.7% | 10.2% | -2.1% | 2.6 | 2.4% | -0.6% | -4.6% | -0.1%
2 | Cc1ccc(N2CC(C(=O)Nc3cc(C(F)(F)F)ccc3N3CCCC3)CC2=O)cc1 (stereo not given) | -2.2% | -0.8% | -23.7% | 5.1% | -10.8% | -4.0 | 21.3% | -29.4% | · | -0.6%
3 | C[C@@H]1CN([C@H](C)CO)C(=O)c2cc(NS(=O)(=O)c3cn(C)cn3)ccc2O[C@H]1CN(C)C(=O)Nc1ccccc1 | -10.7% | 0.0% | ? | -7.1% | 10.2% | · | 0.0% | -6.8% | · | 0.2%
4 | O=C(C1CCN(C2CC(=O)N(c3ccc(Cl)cc3)C2=O)CC1)N1CCOCC1 (stereo not given) | -1.3% | -4.1% | 16.6% | 19.9% | -1.8% | -2.8 | 7.1% | 3.3% | 3.3% | 0.1%
5 | COc1ccc(CCN(C)C(=O)c2cccc(S(=O)(=O)N3CCN(c4ccc(F)cc4)CC3)c2)cc1OC | 10.0% | 0.5% | · | -31.2% | · | · | · | -28.1% | · | ·
6 | Cn1nnnc1SCC(=O)NCc1cc([N+](=O)[O-])ccc1O | -4.4% | -1.4% | -6.4% | 16.5% | -0.7% | -0.7 | -10.6% | 3.2% | 10.7% | 0.1%
7 | COc1ccc(C(=O)O)cc1S(=O)(=O)Nc1cccc(C(F)(F)F)c1 | 5.7% | -0.5% | 2.6% | -3.5% | 14.0% | 1.7 | 3.1% | 40.6% | -1.3% | -0.4%
8 | CSc1cccc(NC(=S)N(CCCN2CCCC(C)C2)Cc2cccs2)c1 (stereo not given) | 3.0% | -3.3% | -4.3% | -55.0%[inhibitor] | 13.5% | ? | -1.8% | -35.0% | -0.4% | -0.2%
9 | COc1cccc(C(=O)N/N=C(/c2ccccc2)c2ccccn2)c1 | -9.3% | -6.4% | 22.8% | -65.1%[inhibitor] | 13.8% | ? | 6.4% | -83.9% | -5.9% | -0.1%
10 | O=C(Nc1ccccn1)Nc1cccs1 | 0.2% | -9.8% | ? | 6.4% | 9.7% | -0.8 | · | 70.0% | 3.6% | 0.5%
11 | O=S1OC(c2ccccc2)c2cc(Cl)ccc21 (stereo not given) | -1.0% | -0.9% | -3.6% | 17.5% | -6.2% | 0.3 | 4.8% | -10.6% | · | -0.2%
12 | COC(=O)C1=C(C)N(CC2CC2)C(=NCc2cc(OC)c(OC)c(OC)c2)N[C@H]1c1ccccc1 | 5.0% | -0.5% | -5.6% | 32.6% | · | 0.8&-0.6 | -2.6%&-5.3% | -8.4% | 10.7%&7.1% | 0.5%&-1.1%
13 | COCCN1Cc2cccc(C(=O)N3CCN(c4cc(C)ccc4C)CC3)c2C1=O | -5.6% | -0.6% | -13.1% | -10.7% | -3.8% | -2.2 | -3.5% | 0.9% | -6.9% | 0.1%
14 | COc1ccc(N2CCN(S(=O)(=O)c3ccc(Cl)s3)CC2)cc1 | -10.2% | 0.4% | -1.4% | 7.2% | -1.2% | 4.3 | -7.6% | -0.6% | 6.7% | -0.1%
15 | C=CCNc1nc(Cl)ncc1F | 0.7%[46.1 µM] | -1.7% | ? | 5.6% | -2.8% | -0.9 | 13.2% | -8.1% | 10.1% | 0.1%
16 | COC(=O)CNC(=O)CN1C(=O)N(c2ccc(Cl)cc2)C(N(O)C(=O)Nc2ccc(Cl)cc2)C1(C)C (stereo not given) | 5.4% | -0.2% | -23.0% | 10.7% | 3.8% | 4.5 | -0.5% | 0.6% | -5.7% | -0.1%
17 | CCOC(=O)c1cc2c(nc1NC(=S)Nc1ccccc1)CC(C)(CC)OC2 (stereo not given) | -9.2%[46.1 µM] | -9.0% | 12.7% | 16.7% | 13.6% | -7.6 | -2.9% | 13.2% | -2.8% | 0.1%
18 | O=C(Oc1cc(-c2ccccc2)no1)c1cccc(C(F)(F)F)c1 | 2.1% | -1.7% | 21.4% | 1.6% | 0.0% | -4.8 | 1.8% | -6.7% | -9.9% | -0.3%
19 | O=C(CCc1ccccc1)NCc1ccncc1 | 2.1% | 0.4% | 12.7% | -4.9% | 12.0% | 5.0 | -1.1% | -5.0% | 14.9% | -1.1%
20 | CCCCNC(=O)CC1N=C2c3ccccc3N=C(SCC(=O)Nc3ccc(OC)cc3)N2C1=O (stereo not given) | 2.7% | -0.6% | 6.3% | -21.6% | 11.8% | -1.1 | 3.4% | 0.2% | -1.8% | -0.8%
21 | O=C1CN(C(=O)c2ccc(Br)o2)C(c2ccccc2)c2cc(Br)ccc2N1 (stereo not given) | -1.5% | -4.2% | ? | -11.7% | -6.5% | · | 12.4% | -52.6% | 5.4% | -0.5%
22 | Cc1nn(S(=O)(=O)c2cccs2)c(C)c1Sc1ccc([N+](=O)[O-])cc1 | 4.4% | -3.5% | -15.8% | 5.2% | 0.1% | 0.4 | 2.9% | -50.3% | -7.4% | -0.3%
23 | COc1ccc(-c2coc3cc4oc(=O)c5ccccc5c4cc23)cc1F | -0.8%[46.1 µM] | 1.6% | -15.1% | 8.6% | 16.4% | -0.3 | 0.5% | -75.3% | 7.2% | 0.2%
24 | COc1ccc(/C=C2\CCC(C3CCCC3)C2=O)cc1OC (stereo not given) | 4.8% | -1.2% | ? | -13.6% | 17.6% | 1.8 | -0.3% | 33.6% | 2.2% | 0.0%
25 | CCOc1ccc(/C=N/NC(=O)NC23CC4CC(CC(C4)C2)C3)cc1O | -0.1% | -0.2% | ? | -24.2% | -8.0% | -6.5 | 0.5% | -36.0% | -0.1% | 0.1%
26 | COc1ccc(NS(=O)(=O)c2ccc(N3CCCC3)c(NC(=S)Nc3cccc(C)c3C)c2)cc1 | 5.9%[46.1 µM] | -2.4% | ? | -32.1%[inhibitor] | 9.2% | 8.3 | 0.8% | -47.8% | 5.3% | -0.5%
27 | CC(C)Cc1nnc(NC(=O)CC(C)c2ccccc2)s1 (stereo not given) | -6.9% | -13.9% | -15.1% | 35.7% | -0.6% | -1.0 | 7.3% | 2.1% | -4.5% | -0.9%
28 | Fc1ccccc1CCNc1nnnn1-c1ccccc1 | 1.5% | -3.2% | ? | 24.9% | 0.1% | ? | · | -17.1% | -21.2% | -0.1%
29 | Cc1cccc(OCC(=O)NCC(=O)N/N=C/c2cc(Br)cc(Br)c2O)c1 | 0.8% | -5.0% | ? | -27.7% | ? | -1.8 | 10.1% | -46.0% | 14.3% | -0.5%
30 | Clc1ccc2[nH]c3c(N4CCC5(CC4)OCCO5)ncnc3c2c1 | 5.9% | -4.3% | ? | -32.4% | -1.5% | ? | -1.3% | -71.6% | -4.1% | -0.4%
31 | CSc1nsc(SCC(=O)Nc2nc3ccc(C)cc3s2)n1 | -21.1%[46.1 µM] | -0.5% | ? | 14.0% | ? | 1.4 | -0.7% | -28.6% | 13.4% | -0.8%
32 | Cc1nc(NC(=O)CCCC(=O)Nc2nc(C)c(C)s2)sc1C | -1.5% | -1.0% | ? | 11.8%[7.66 µM] | -5.3% | 8.0 | 3.5% | 1.6% | -3.3% | 0.0%
33 | CCOC(=O)COc1cccc2c(=O)n(CC(=O)NCc3ccccc3)ccc12 | 7.7% | -5.6% | ? | -39.2% | 15.0% | 0.3 | -1.1% | -40.0% | 63.9% | -1.4%
34 | Cc1oc(-c2ccccc2Cl)cc1-c1nn2c(-c3ccco3)nnc2s1 | · | · | ? | · | 12.9% | 1.5 | 2.2% | · | 0.8% | -0.5%
35 | O=C(CCl)Nc1ccccc1C(=O)c1ccccc1 | -0.5% | -5.8% | 8.8% | 0.0% | 9.5% | 2.8 | -5.2% | -44.7% | 4.0% | 0.0%
36 | O=C(COC(=O)CCc1nc2ccccc2c(=O)[nH]1)Nc1ccccc1OC(F)F | -2.5% | -2.0% | 16.1% | -3.3% | -9.3% | -0.4 | 4.7% | -13.1% | · | -0.2%
37 | CC(NC(=O)COC(=O)c1ccc(S(=O)(=O)N2CCOCC2)cc1)c1ccccc1 (stereo not given) | 0.9% | 1.6% | 21.9% | ? | -0.8% | · | -0.1% | -5.5% | · | 0.0%
38 | CCOC(=O)N1CCN(C(=O)C(NC(=O)c2ccc(C(C)(C)C)cc2)C(C)C)CC1 (stereo not given) | -2.3% | -6.9% | ? | -7.7% | 8.8% | 10.7 | 0.7% | -18.2% | · | -0.3%
